GAA inhib: qHTS Assay for Inhibitors of Human alpha-Glucosidase as a Potential Chaperone Treatment of Pompe Disease | Lysosomal alpha-glucosidase (Homo sapiens), P10253 | purified human GAA, 4-MU-alpha-glucoside fluorescence | Potency, µM (highest dose often 76.9 µM), for inactives: at the top dose activity change, negative = inhibition, usual class: inhibitors | 200,000 compounds, 0.005% hits;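 note: plate controls were uninhibited enzyme wells for no effect and no-enzyme background for full effect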
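Fluorogenic assay: 4 nM human alpha-glucosidase with 400 uM 4-methylumbelliferyl-alpha-D-pyranoside in 50 mM citrate/phosphate, 0.005% Tween-20, pH 5.0, 20 min at room temperature. Compounds tested up to 77 uM; AC50 from Hill fits.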
GAA glycogen: qHTS Assay for Inhibitors and Activators of Human alpha-Glucosidase Cleavage of Glycogen. Potency, µM (top dose mostly 76.4 µM), for the others: at the top dose activity change, negative = inhibition, actives largely listed as inhibitors. recombinant GAA, glycogen substrate, Amplex Red glucose oxidase fluorescence. 300,000 compounds, 0.38% hits. AID 2100, 2009;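 note: 0% = full enzyme reaction and -100% = no-enzyme basal signal; the screen sought inhibitors and activators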
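qHTS, 1536-well; enzyme 4 nM final; cpd up to 77 uM; substrate bovine liver glycogen 30 ug; 50 mM citrate/phosphate pH 5.0, 0.01% Tween-20; 37 C, 40 min; Amplex Red detection 45 min RT; Hill fit → AC50.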
HTT aggregate: qHTS Multiplex Assay to Identify Dual Action Probes in a Cell Model of Huntington: Aggregate Formation (GFP); PC12 HttQ103-GFP aggregates, Acumen cytometry, 40 h; Potency, µM (highest dose often 46.1 µM), for the others: at the highest dose activity change, negative = inhibition, actives largely listed as inhibitors; 220,000 compounds, 1.1% hits; note: % is set by controls: 0 for no effect and ±100 for the full control effect; nearly all actives have a fitted effect of over 60% in size
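Multiplexed with ATP-based cell death, this channel scores GFP aggregates in PC12 cells expressing inducible HTTex1-Q103-GFP. Induction used 100 nM tebufenozide; compounds were tested in concentration series.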
RGS12 GoLoco inh: qHTS Assay for Inhibitors of RGS12 GoLoco Motif Activity (Red Fluorophore) | Guanine nucleotide-binding protein G(i) subunit alpha-1 (Homo sapiens), P63096 | Gai1:RGS12 GoLoco peptide FP, rhodamine, 10 min | Potency, µM (series often up to 61.6 µM), inactives show at the top dose activity, negative = inhibition, most hits filed as inhibitors | 230,000 compounds, 0.44% hits | AID 880, 2007; active = well fitted inhibition curve with a large enough effect, not every such curve was filed as active; inactive = no such curve, though single readings can be large or run the other way; note: % is set by controls: 0 for no effect and ±100 for the full control effect; nearly all actives have a fitted effect of over 30% in size; many of its hits are not listed in these tables
Target sequence (P63096 whole entry, looked up): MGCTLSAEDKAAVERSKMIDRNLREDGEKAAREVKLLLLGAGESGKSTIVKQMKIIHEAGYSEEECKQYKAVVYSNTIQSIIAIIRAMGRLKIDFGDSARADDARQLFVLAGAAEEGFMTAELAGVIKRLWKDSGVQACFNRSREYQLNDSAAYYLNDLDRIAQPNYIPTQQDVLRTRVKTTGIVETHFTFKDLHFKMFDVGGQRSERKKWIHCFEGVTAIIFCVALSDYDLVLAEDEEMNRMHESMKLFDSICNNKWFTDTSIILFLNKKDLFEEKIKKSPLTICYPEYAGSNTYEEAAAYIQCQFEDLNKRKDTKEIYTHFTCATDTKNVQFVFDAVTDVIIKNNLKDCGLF
HTT ATP protect: qHTS Multiplex Assay to Identify Dual Action Probes in a Cell Model of Huntington: Cytoprotection (ATP); PC12 HTT-Q103 induced, cytoprotection, ATP luminescence, 40 h; 230,000 compounds, 0.14% hits; AID 1471, 2008; Potency, µM (highest dose often 56.4 µM), for the others: cytoprotection (ATP increase), hits mostly activators;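 note: % of control where 0% means no effect; nearly all actives have a fitted effect of over 45% in size; toxic huntingtin expression switched on by the ecdysone agonist tebufenozide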
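Huntington model: PC12 line, ecdysone-inducible HTTQ103 exon1–GFP, tebufenozide 100 nM. Test articles in a dose series. Endpoint luminescence from cellular ATP.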
IMPase Li cell: qHTS Assay for Identifying the Cell-Membrane Permeable IMPase Inhibitors: Potentiation with Lithium. CHO-M1 cells, IP1 TR-FRET (IP-One), carbachol + lithium. Potency, µM (series often up to 59.4 µM), for inactives: at the top dose activity, negative = IMPase inhibition, actives largely listed as inhibitors. 210,000 compounds, 0.35% hits;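 note: IP1 builds up when IMPase is blocked and the TR-FRET signal falls; plate controls were basal vehicle for no effect and high inhibitor control for full effect; nearly all actives have a fitted effect of over 50% in size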
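Concentration–response in CHO-M1 cells, lithium-potentiated; 30 min at 37C. IP1 detected by competitive TR-FRET after 10 min lysis at RT. Hill-fitted AC50.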
aGlu spleen mod: qHTS Assay for Inhibitors and Activators of Human alpha-Glucosidase From Spleen Homogenate | Lysosomal alpha-glucosidase (Homo sapiens), P10253 | human spleen homogenate, 4-MU-alpha-glucoside fluorescence | Potency, µM (top dose mostly 79.9 µM), for inactives: at the highest dose activity change, negative = inhibition, actives largely listed as inhibitors | 240,000 compounds, 0.006% hits;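 note: 0% = enzyme with vehicle and -100% = no enzyme basal signal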
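Human spleen homogenate (1 ug) with 4-methylumbelliferyl-alpha-D-glucopyranoside (1 mM final) in 50 mM citrate/phosphate pH 5.0, 0.01% Tween-20; 40 min at 37 C. Stopped at pH 10; 4-MU fluorescence Ex 365/Em 440 nm; AC50 by Hill fit.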
* = called active by the depositor; u = inconclusive; x = not tested or not shown; [ ] = dose if it differs, or a comment. Unless noted, calls come from the whole dose curve; as a rule, active = well fitted curve in the direction sought with a large enough effect; inconclusive = small, poorly fitted or top-dose-only effect, or another doubt; inactive = no such curve, though single readings can be large; an effect the other way counts as inactive or inconclusive. Potency is the fitted concentration of half-maximal effect. Not all compounds are listed (hit frequency here may not be typical).

SMILES	GAA inhib	GAA glycogen	HTT aggregate	RGS12 GoLoco inh	HTT ATP protect	IMPase Li cell	aGlu spleen mod
Cc1ccc2nc(SCC(=O)NC3CCCc4ccccc43)[nH]c2c1 (centres undefined)	4.1%	-14.7%	-0.9%	15.4%	-19.1%[10 µM]	30.3%	2.7%
CCOC(=O)CSc1nnc(CNc2ccc(F)cc2)o1	-0.2%	1.7%	-17.9%	1.4%	5.5%[10 µM]	6.0%[38.3 µM]	9.6%
CC1=CCC(C(=O)O)C(C(=O)Nc2nc3ccc(S(C)(=O)=O)cc3s2)C1 (centres undefined)	5.5%	7.6%	-2.0%	-20.2%	11.6%[10 µM]	14.7%	1.3%
CCCN1CCN(CCCNC(=O)CN2C(=O)COc3ccccc32)CC1	-3.6%	4.5%	-15.6%	6.4%	3.0%[1.9 µM]	21.0%[38.3 µM]	-1.4%
Cn1cccc1CC(=O)NNC(=O)Nc1ccc(Cl)cc1	-1.9%	6.5%	-0.4%	2.1%	x	-4.5%	4.2%
CC(=O)Nc1ccc(NC(=O)C2CC(=O)N(c3cccc(C)c3C)C2)cc1 (centres undefined)	-6.1%	11.7%	-15.7%	2.1%	8.5%	-7.8%[38.3 µM]	-2.3%
Cc1cccc(OCCCC(=O)Nc2ccc(S(=O)(=O)Nc3onc(C)c3C)cc2)c1	-3.7%	-0.5%	12.3%	6.2%	-10.5%	-5.6%[38.3 µM]	1.5%
CCn1c(COc2ccc3c(c2)OCO3)nnc1SCC(=O)c1ccccc1	-14.8%	-8.6%	u	-16.5%	2.6%	18.8%[38.3 µM]	-7.3%
Cc1noc2ncnc(Oc3ccc4ccccc4c3)c12	3.6%	0.6%	6.8%	-1.3%	20.2%[10 µM]	-0.2%[38.3 µM]	2.4%
Cc1ccc2cc(CN(Cc3ccco3)C(=O)NC3CCCCC3)c(=O)[nH]c2c1C	u	-2.9%	u	2.6%	15.5%[10 µM]	18.8%	-4.5%
COc1cc(OC)c2cc(C(=O)N/N=C/c3cccc(OC)c3O)[nH]c2c1	x	-0.4%	-40.9%[9.22 µM]	6.5%	-37.1%[10 µM]	x	-7.4%
CCOC(=O)c1[nH]c(C)c(C(=O)NCCN2CCOCC2)c1C	-12.5%	-22.8%	-4.9%	10.1%	-8.0%	-0.8%[38.3 µM]	10.2%
S=C(Nc1ccccn1)NC1CCCCC1	x	-0.5%	-5.9%[9.22 µM]	-6.7%	19.8%[10 µM]	x	-2.2%
COc1ccc(NC(=O)C(c2ccc(OC)cc2)N(C)C(=O)Cc2cccs2)cc1 (centres undefined)	u	-7.2%[76.3 µM]	-0.8%	2.6%	21.9%[10 µM]	0.8%	-5.0%
O=C(COc1ccc(Cl)cc1Cl)Nn1c(=S)[nH]c2ncccc2c1=O	0.8%	u	-1.1%	6.0%	-19.5%[10 µM]	6.4%	-1.0%
CCOc1ccccc1CNC(=O)CCN1C(=O)COc2ccccc21	1.1%	-13.3%	3.9%	6.8%	10.4%[10 µM]	12.9%[38.3 µM]	0.1%
CCN1CCN(Cc2nc(N)nc(Nc3ccc(C)c(C)c3)n2)CC1	6.8%	0.3%	u	6.1%	21.4%	2.3%[38.3 µM]	-2.9%
Cc1coc2cc3oc(=O)c4c(c3cc12)CCCC4	5.5%	-6.5%	-1.6%	2.9%	-17.5%[10 µM]	u	4.7%
Cc1ccc(C(=O)/C=C/Nc2ccccc2C(N)=O)cc1	-3.4%	4.9%	-9.9%	-0.6%	-94.2%[inhibitor]	-10.9%[38.3 µM]	-3.5%
COc1ccc([N+](=O)[O-])cc1NCc1cccc([N+](=O)[O-])c1	-4.0%	2.8%	27.9%	5.5%	-40.0%[inhibitor]	8.3%	-1.9%
N/C(=N\OC(=O)/C=C/c1ccccc1)c1ccncc1	0.9%	4.8%	10.4%	10.5%	-8.9%	0.2%	-1.2%
Cn1c(=O)c2c(nc(SCCN3CCCCC3)n2C)n(C)c1=O	u	1.6%	5.2%	3.1%	31.6%[10 µM]	12.4%	-6.2%
c1ccc([C@H]2CC3C[C@@H](c4ccccc4)N2O3)cc1	-1.6%	5.4%	1.4%	-2.7%	3.9%	10.4%[38.3 µM]	-3.9%
CCCN(CCC)C(=O)c1ccc2c(c1)OCO2	6.4%	-10.2%	-14.8%	-5.2%	8.7%[10 µM]	-0.2%	-1.0%
CC(C)Oc1ccc(C(CC(=O)O)c2ccc(F)cc2)cc1 (centres undefined)	-7.5%[15.4 µM]	-0.2%	-35.0%[9.22 µM]	2.5%	25.6%[10 µM]	x	-8.5%

Next part; the last 2 above are carried over.
SMILES	GAA inhib	GAA glycogen	HTT aggregate	RGS12 GoLoco inh	HTT ATP protect	IMPase Li cell	aGlu spleen mod
CCCN(CCC)C(=O)c1ccc2c(c1)OCO2	6.4%	-10.2%	-14.8%	-5.2%	8.7%[10 µM]	-0.2%	-1.0%
CC(C)Oc1ccc(C(CC(=O)O)c2ccc(F)cc2)cc1 (centres undefined)	-7.5%[15.4 µM]	-0.2%	-35.0%[9.22 µM]	2.5%	25.6%[10 µM]	x	-8.5%
Cc1nn(Cc2ccccc2Cl)c(Cl)c1C(=O)NCCc1ccccc1	3.5%	-6.6%	3.3%	11.9%	-5.5%[10 µM]	9.1%	-3.3%
C[C@@H]1C=C[C@](Cc2ccccc2)(C(=O)NCCCNc2ncc(C(F)(F)F)cc2Cl)N1C(=O)c1ccccc1	x	x	x	0.8%	-37.5%[inhibitor]	6.8%	-7.9%
Cc1ccc(Oc2ccc(-c3nc(N)nc(N)n3)cc2)cc1	-5.8%	2.8%	14.8%	-6.1%	-4.7%	22.7%[38.3 µM]	2.6%
Cc1cc2cc(C)c(NCCNC(=O)c3ccccc3)nc2cc1C	4.1%	0.5%	x	5.3%	x	-1.7%	1.8%
Cc1cc(N2CC34C=CC(O3)C(C(=O)O)C4C2=O)no1 (centres undefined)	-3.3%	1.1%	-27.8%	6.2%	-16.9%	26.6%[38.3 µM]	-0.3%
C=CCOc1ccccc1CNCCCN1CCOCC1	-18.2%	-1.0%	7.7%	14.2%	-1.2%	17.6%[38.3 µM]	-5.4%
CC(C(=O)NC1C(=O)N2C(C(=O)O)=C(CSc3nnnn3C)CSC12)n1cc(Br)cn1 (centres undefined)	1.5%	-10.9%	32.8%	-11.3%	-19.6%	8.6%	3.3%
CC(=O)NC1C(=O)N=C(SCC(=O)NC(C)c2ccccc2)NC1=O (centres undefined)	-10.6%	8.2%	9.6%	-28.9%	-2.6%	0.1%[38.3 µM]	-7.2%
Cc1ccc(S(=O)(=O)Nc2ccncc2)c(C)c1N(C)S(=O)(=O)c1ccc(Cl)cc1	5.3%	3.5%	22.3%	1.7%	-8.0%[10 µM]	-0.3%	-2.6%
CC(=O)N1CCN(c2ccc(S(C)(=O)=O)cc2[N+](=O)[O-])CC1	2.6%	-2.0%	-12.8%	5.0%	-0.6%[10 µM]	2.1%	-0.4%
Nc1cc(-c2ccc(Br)cc2)nn1S(=O)(=O)c1cccc2nsnc12	-3.4%	13.2%	25.1µM*	-7.1%	-75.7%[inhibitor]	0.2%[38.3 µM]	5.2%
O=C(NN1C(=O)/C(=C\c2cccnc2)SC1=S)C(c1ccccc1)c1ccccc1	-12.0%	5.9%	u	x	36.1%[10 µM]	x	2.5%
Cc1nnc(NC(=O)Nc2cccc(Cl)c2)s1	u	5.7%	u	1.0%	-1.1%[10 µM]	5.1%	7.0%
CC(=O)Oc1c2occc2cc2ccc(=O)oc12	6.9%	1.7%	-2.0%	-6.8%	0.7%	35.8%[38.3 µM]	-11.0%
O=C1OCCN/C1=C\C(=O)c1ccc(Cl)cc1	5.1%	8.3%	0.0%[9.22 µM]	-8.7%	2.4%[10 µM]	x	5.3%
COC(=O)/C(=N/Nc1ccccc1OC)N1CCCc2ccccc21	x	-23.8%	7.7%[9.22 µM]	-1.5%	-0.5%[10 µM]	x	-1.4%
Cc1ccc(C)c(C(=O)CC2(O)C(=O)Nc3ccccc32)c1 (centres undefined)	2.0%	-4.7%	10.0%	-5.2%	8.0%[1.9 µM]	7.5%[38.3 µM]	-5.1%
N#CCSc1nc2c(sc(=S)n2Cc2ccco2)c(=O)n1-c1ccc(F)cc1	3.5%	-0.1%	29.5%	8.9%	31.7%	4.2%[38.3 µM]	-7.4%
O=C(C1CCN(S(=O)(=O)c2cccc3nsnc23)CC1)N1CC=C(c2ccccc2)CC1	-1.3%	-0.6%	-28.4%	13.1%	-34.6%	0.1%[38.3 µM]	-6.4%
CC(=O)c1ccc(NC(=S)Nc2ccc(Br)c(Cl)c2)cc1	-2.3%	-16.1%	-5.8%	-8.3%	x	6.4%	2.0%
COC(=O)c1sccc1NC(=S)Nc1ccc(OC)cc1	-1.1%	-1.1%	-6.6%	6.4%	12.3%	-6.8%	0.5%
COc1ccc(CNC(=O)CCCNS(=O)(=O)c2cccc3nonc23)cc1	-12.5%	-3.7%	3.16µM*	8.4%	3.55µM*	16.3%[38.3 µM]	0.5%
CC(=O)c1cccc(NC(=O)c2ccncc2)c1	-9.2%	9.7%	-8.8%	-7.9%	-6.7%	1.0%[38.3 µM]	-15.4%
O=S(=O)(c1ccc(N2CCN(CCO)CC2)nc1)N1CCCCC1	u	9.9%	9.9%	-1.2%	-8.7%[1.9 µM]	11.8%	-2.2%
Cc1ccc(CNC(=O)CCS(=O)(=O)c2cccc3nsnc23)cc1	0.0%	0.5%	5.3%	-1.5%	6.9%	18.0%[38.3 µM]	-13.3%
CCOc1ccc(C(=O)NC2CCN(S(C)(=O)=O)CC2)cc1	1.4%	4.9%	-4.5%	4.0%	-1.4%	8.4%[38.3 µM]	-2.1%

Quoted from the listing.
aGlu spleen mod, CCOc1ccc(C(=O)NC2CCN(S(C)(=O)=O)CC2)cc1 stands at -2.1%
GAA inhib, Cc1cc(N2CC34C=CC(O3)C(C(=O)O)C4C2=O)no1 (centres undefined) stands at -3.3%

Screens (PubChem)
